Screening results deposited in PubChem BioAssay by several laboratories.
Hck Nef HTS – inhibitors of Nef-activated human Hck kinase, primary screen, biochemical, Z-Lyte FRET, 384-well, Hck-YEEI | Tyrosine-protein kinase HCK (Homo sapiens), P08631 | Recombinant Hck-YEEI plus Nef, Z-Lyte FRET kinase assay | inhibition, % at 20 µM | actives 0.68% (n = 220,000) | AID 463187, 2010;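 active means Hck-Nef kinase inhibition above about 50%, limit read from the data; inactive means inhibition below that limit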;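 further: 0% = DMSO with Hck plus Nef and 100% = Hck alone without Nef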
Target sequence (P08631 whole entry, looked up): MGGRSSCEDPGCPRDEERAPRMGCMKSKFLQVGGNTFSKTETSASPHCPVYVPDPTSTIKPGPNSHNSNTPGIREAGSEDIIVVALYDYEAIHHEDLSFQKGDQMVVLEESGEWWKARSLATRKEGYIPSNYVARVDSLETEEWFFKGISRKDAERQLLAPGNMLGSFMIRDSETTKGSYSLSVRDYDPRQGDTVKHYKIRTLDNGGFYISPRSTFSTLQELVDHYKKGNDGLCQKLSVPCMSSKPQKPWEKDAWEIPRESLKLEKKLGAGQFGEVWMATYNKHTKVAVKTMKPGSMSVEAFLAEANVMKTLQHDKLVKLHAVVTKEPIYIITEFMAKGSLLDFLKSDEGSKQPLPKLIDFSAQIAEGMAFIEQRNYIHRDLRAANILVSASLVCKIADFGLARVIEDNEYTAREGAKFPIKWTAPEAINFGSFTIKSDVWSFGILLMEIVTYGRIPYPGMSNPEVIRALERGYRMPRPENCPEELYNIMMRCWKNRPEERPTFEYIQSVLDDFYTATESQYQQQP
RBBP9 inhibitor – human RBBP9 inhibitors, primary screen, biochemical, fluorescence polarization, FP-Rh probe, HTS. inhibition, % at 7.94 µM. recombinant RBBP9. actives 0.2% (n = 220,000). AID 1515, 2009. Serine hydrolase RBBP9 (Homo sapiens), O75884;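 active means inhibition above the campaign mean of all tested compounds plus 3 SD, cut at about 14% in these data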;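 further: plate controls were DMSO wells with RBBP9 for no effect and wells lacking RBBP9 protein for full effect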
Target sequence (O75884 whole entry, looked up): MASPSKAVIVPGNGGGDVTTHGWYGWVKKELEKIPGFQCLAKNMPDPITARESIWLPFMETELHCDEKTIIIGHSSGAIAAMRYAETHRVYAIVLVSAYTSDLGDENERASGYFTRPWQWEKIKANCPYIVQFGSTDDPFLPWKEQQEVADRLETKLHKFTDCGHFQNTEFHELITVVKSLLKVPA
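Material: RBBP9 protein. Amount: RBBP9 at 2.5 µM in dispensed solution, before mixing. Schedule: 30 min then 45 min, 25 °C. Medium: Tris buffer pH 8.0, NaCl, Pluronic. Measured by: fluorescence polarization. Measure: percent inhibition from mP, scaled between DMSO and no-protein wells. Replication: one well per compound.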
Runt-SMMHC FRET – inhibitors of RUNX1 Runt–CBFb-SMMHC binding, primary screen, biochemical, FRET, Cerulean-Runt, Venus-CBFb-SMMHC, uHTS; inhibition, % at 20 µM; Runt-related transcription factor 1 (Homo sapiens) + Core-binding factor subunit beta …; Cerulean-Runt/Venus-CBFb-SMMHC FRET ratio 530/480, 1 h; actives 0.74% (n = 220,000); AID 1434, 2008;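 active means mean inhibition across duplicate retests at 20 µM reaching about 50%, limit read from the data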;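 further: 0% = DMSO wells and 100% = wells with excess untagged CBFb-SMMHC; inhibitors lower the FRET ratio by blocking Runt binding to CBFb-SMMHC; some results filed as inactive read as strong as hits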
NPY-Y2 PAM-ag – NPY-Y2 potentiators or agonists, primary screen, cell-based; activation, % at 3.6 µM; actives 0.45% (n = 220,000); cells expressing NPY-Y2, potentiator/agonist read-out; in the data active means activation above about 27%;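 further: cells stimulated with NPY near EC25 plus isoproterenol at EC100; 0% = vehicle plus submaximal agonist and 100% = vehicle plus saturating agonist; some results beyond the cut were filed as inactive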
NPY Y1 blocker – NPY-Y1 receptor antagonists, primary screen, cell-based | Neuropeptide Y receptor type 1 (Homo sapiens), P25929 | HEK293-CNG Y1 cells, membrane potential fluorescence; NPY at EC95, then isoproterenol | inhibition, % at 3.6 µM | actives 1% (n = 200,000) | AID 1040, 2008;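 active means inhibition above the campaign mean inhibition of all tested compounds plus 3 SD, cut at about 20% in these data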;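 further: 0% = DMSO wells given NPY plus isoproterenol and 100% = isoproterenol alone without NPY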
Target sequence (P25929 whole entry, looked up): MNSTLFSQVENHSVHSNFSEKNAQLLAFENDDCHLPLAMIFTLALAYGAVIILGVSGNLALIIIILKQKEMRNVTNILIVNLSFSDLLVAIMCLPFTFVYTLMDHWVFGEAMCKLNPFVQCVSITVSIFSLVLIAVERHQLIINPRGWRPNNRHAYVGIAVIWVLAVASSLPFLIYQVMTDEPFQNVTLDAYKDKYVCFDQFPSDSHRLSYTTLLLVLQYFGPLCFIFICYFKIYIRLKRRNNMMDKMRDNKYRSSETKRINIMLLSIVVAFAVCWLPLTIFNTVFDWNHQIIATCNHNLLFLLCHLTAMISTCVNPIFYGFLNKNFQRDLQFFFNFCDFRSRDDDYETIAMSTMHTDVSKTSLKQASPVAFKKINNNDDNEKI
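Material: HEK293 Y1/CNG channel cell line; also added: NPY (25 nM), isoproterenol (1 µM), Ro 20-1724 (25 µM); doses: one concentration, 3.6 µM, in 0.4% DMSO; schedule: compound incubation 1 h at room temperature, readout 45 min post-stimulation; technique: membrane potential fluorescence; measure: fluorescence ratio normalized to % inhibition between controls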
Runt-CBFb FRET – inhibitors of RUNX1 Runt–CBFb binding, primary screen, biochemical, FRET, Cerulean-Runt, Venus-CBFb, uHTS. Runt-related transcription factor 1 (Homo sapiens) + Core-binding factor subunit beta …. Cerulean-Runt/Venus-CBFb FRET ratio 530/480, 1 h. inhibition, % at 20 µM. actives 0.46% (n = 220,000). AID 1496, 2009;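 active means inhibition over about 50% at 20 µM in the single-dose screen, limit read from the data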;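 further: 0% = DMSO wells and 100% = excess unlabeled CBFb competitor control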
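Measured by: fluorescence energy transfer, 422 nm excitation, 530/480 nm emission; test system: Cerulean-tagged RUNX1 Runt domain (FRET donor) fusion protein; buffer or medium: Tris pH 7.5 buffer with BSA; compound: one dose, 20 µM compound, 1% DMSO; times: two 1 h room-temperature incubations shielded from light; benchmarks: unlabeled CBFb 5 µM, positive control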
p97 ATPase inh – inhibitors of human p97 ATPase, primary screen, biochemical; Transitional endoplasmic reticulum ATPase (Homo sapiens), P55072; recombinant p97 ATPase, Kinase-Glo ATP luminescence, 3 h; inhibition, % at 8 µM; actives 0.42% (n = 220,000); AID 1481, 2009; in the data active means inhibition above about 15%;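 further: 0% = DMSO vehicle and 100% = wells lacking enzyme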
Mdm2 ligase inh – MDM2-luciferase reporter signal enhancers, primary screen, MDM2 E3 ligase inhibitor project, cell-based, luminescence, 1536-well; cell-based MDM2 ubiquitination luciferase reporter, 2 h; 0 = plate control, 100 = twice control, blank-subtracted; signal enhancement, % at 5 µM; actives 0.11% (n = 210,000);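 active means signal enhancement of 30% or more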;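 further: luminescence tracks abundance of the self-degrading MDM2-luciferase fusion protein; higher signal means inhibition of MDM2 E3 ligase activity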
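test system = mammalian cells stably expressing self-ubiquitinating, self-degrading MDM2 E3–luciferase fusion | quantity = 2000 cells/well | incubation = cell settling 4 h, compound treatment 2 h, both 37 °C | signal = luminescence with SteadyLite reagent, 15 min at room temperature | evaluation = % enhancement relative to plate controls after blank subtraction | benchmarks = plate controls and plate blanks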
NPY-Y1 PAM-ag – NPY-Y1 receptor potentiators or agonists, primary screen, cell-based. NPY-Y1 expressing cells, potentiator/agonist activation. actives 0.37% (n = 220,000). activation, % at 3.6 µM; in the data active means activation above about 33%, passing the limit was not always enough;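 further: cells stimulated with NPY at EC10 then isoproterenol at EC100; 0% = low agonist plus stimulus and 100% = saturating agonist plus stimulus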
Active calls of the source: *; . = not tested or not shown.

SMILES	Hck Nef HTS	RBBP9 inhibitor	Runt-SMMHC FRET	NPY-Y2 PAM-ag	NPY Y1 blocker	Runt-CBFb FRET	p97 ATPase inh	Mdm2 ligase inh	NPY-Y1 PAM-ag
O=C(CCCCCNC(=O)c1ccccc1)N/N=C/c1ccccc1	9	-2	-1	-1	6	-2	2	13	-16
Cc1ccc(CC(NC(=O)c2ccccc2)C(=O)NC(Cc2ccccc2)C(=O)O)cc1 (configuration not stated)	15	-6	-2	6	4	0	-4	-9	6
CCCCNC(=S)N(Cc1ccco1)Cc1cc2cc3c(cc2[nH]c1=O)OCCO3	2	-10	14	3	-3	20	3	-1	10
COc1ccc(CN(C(=O)Cn2nnc3ccccc32)C(C(=O)NC(C)(C)C)c2ccco2)cc1 (configuration not stated)	0	-5	3	-2	2	-2	-5	-11	-4
CCN(CC)C(=O)CSc1nc(O)cc(=O)n1-c1ccccc1OC	2	-10	-4	6	-1	-4	0	.	12
C=CCn1c(Cc2ccc(OC)cc2)nnc1SCC(=O)NCCc1ccccc1	1	-7	7	-8	5	-3	1	-13	4
COCc1cccc(NC(=O)Cc2cccc3ccccc23)c1	5	-6	-2	7	1	-2	2	-18	-14
Cc1cc(N2CCN(C)CC2)nc2ccc(NC(=O)CCC(=O)NCCC3=CCCCC3)cc12	1	-6	.	9	-2	.	-3	.	0
Cc1cc(C)c2c(=O)[nH]c(SCC(=O)N(C)C)nc2n1	2	-1	-6	-14	3	0	-3	-16	6
CCCCOC(=O)NCN1C(=O)C2C3C=CC(C3)C2C1=O (configuration not stated)	1	0	3	-6	-2	1	3	-5	-7
COc1ccc(NC(=S)NCCSc2ccc(C)cc2)c(OC)c1	0	-9	.	6	4	.	0	.	5
COc1ccc([N+](=O)[O-])cc1NC(=O)Cn1ccc(C(F)(F)F)n1	4	-8	-5	-1	-3	-1	-2	-7	4
O=C(C1=NOC(CNc2ncc(C(F)(F)F)cc2Cl)C1)N1CCOCC1 (configuration not stated)	21	-2	-7	1	-4	1	0	0	-8
O=C(Cn1nc2ccccc2n1)N/N=C/c1ccc(F)cc1	16	-1	-3	-14	.	0	2	-11	-3
O=C(NC(=S)N1CCN(C/C=C/c2ccccc2)CC1)c1cccnc1	11	-3	-5	-16	.	22	13	5	3

Individual results from above.
Reading of `C=CCn1c(Cc2ccc(OC)cc2)nnc1SCC(=O)NCCc1ccccc1` under Runt-SMMHC FRET: 7
Reading of `COc1ccc(CN(C(=O)Cn2nnc3ccccc32)C(C(=O)NC(C)(C)C)c2ccco2)cc1` (configuration not stated) under Runt-CBFb FRET: -2

More structures:
SMILES	Hck Nef HTS	RBBP9 inhibitor	Runt-SMMHC FRET	NPY-Y2 PAM-ag	NPY Y1 blocker	Runt-CBFb FRET	p97 ATPase inh	Mdm2 ligase inh	NPY-Y1 PAM-ag
O=C(Nc1ccccc1Cl)N1CCN(c2ccc3nnc(-c4ccccc4)n3n2)CC1	5	-4	-2	-2	2	1	3	-10	-10
O=C(CC1NCCNC1=O)OCc1ccccc1 (configuration not stated)	-1	-8	1	13	2	1	3	-15	24
CC(CNCC1CCCO1)COc1ccccc1 (configuration not stated)	-1	5	-1	5	3	-2	2	-19	10
FC(F)(F)c1cc(C(F)(F)F)c2ccc(Oc3ccccc3)nc2n1	4	-2	1	-3	3	.	2	-6	10
Cc1c(NC(=O)c2ccccc2F)c(=O)n(-c2ccccc2)n1C	0	-7	0	3	6	0	-1	-16	-1
Cc1nc2cc3sc(C)nc3cc2s1	19	-4	-1	-5	5	0	4	-8	2
CC1=C/C(=N\S(=O)(=O)c2ccccc2)C(C(C)C)=CC1=O	2	-6	-12	5	-3	-2	6	11	2
O=C1OC(/C(=C\Nc2ccccc2)[N+](=O)[O-])c2ccccc21 (configuration not stated)	21	0	2	9	.	3	9	.	8
COc1cccc(CNc2ccc([N+](=O)[O-])cc2C)c1	16	-3	-3	-3	1	-1	-3	-14	-1
CCOC(=O)C1=C(C)NC2(O)c3ccccc3C(=O)C12O (configuration not stated)	-1	-7	2	6	-2	0	4	3	10
CN1C(=O)SC(Nc2ccc(F)cc2)C1=O (configuration not stated)	0	-2	-2	-6	10	-2	4	0	9
O=C(CCl)NC(=O)NC12CC3CC(CC(C3)C1)C2	10	-5	0	41*	-13	-2	6	20	31
O=C(NCc1ccccc1)N[C@@H](Cc1ccccc1)C(=O)O	1	-6	-2	-1	-9	-1	4	-29	-13
Cc1cccc(-c2nc(CSCC(=O)NCc3cccs3)c(C)o2)c1	4	-1	1	-13	-2	-1	0	-19	-14
COc1ccccc1/C=N/NC(=O)CO	-8	6	-2	10	-2	0	2	3	17
CCCCS(=O)(=O)c1sc2nc3c(cc2c1N)CCCC3	1	-6	2	5	-6	1	-2	-22	3
O=C(COc1ccc([N+](=O)[O-])cc1Cl)Nn1cnnc1	5	-2	-4	11	.	1	6	-15	3
Cc1csc(NC(=O)c2c(O)c3c(n(CC(C)C)c2=O)CCCC3)n1	1	3	-2	-8	1	-2	1	-4	16
COc1cccc(N2CCN(C(=O)CN(C)S(=O)(=O)c3ccc4c(c3)CCC(=O)N4)CC2)c1	1	-5	-2	4	2	5	0	-15	-11
O=C(OCC(=O)N1CCOCC1)c1ccccc1Cc1ccccc1	0	-4	1	5	1	0	-6	-7	-13
CCN(CC)c1ccc(NC(=O)C(C)C)cc1	-4	2	8	-3	-1	8	1	-3	-10
Cc1noc(NS(=O)(=O)c2ccc(NC(=O)c3cnc4scc(C)n4c3=O)cc2)c1C	0	-5	-4	-4	1	1	5	2	-8
CCN(C(=O)CSc1nnc(C)n1-c1ccccc1)C1CCS(=O)(=O)C1 (configuration not stated)	20	0	-1	14	-1	1	5	-4	10
Cc1ccc(-n2c(C)cc(/C=N/NC(=O)CC3(C)OCCO3)c2C)c(C)c1	9	-8	3	-4	6	-3	-3	0	-9
CCC(CC)NC(=O)c1n[nH]c(=O)c2ccccc12	3	-6	2	-1	11	-2	5	-9	-25
Cc1cc(NC(=O)COC(=O)c2cc(S(=O)(=O)N(C)c3ccccc3)ccc2Cl)no1	18	-6	3	-3	.	1	3	.	20
CCCCNC(=S)NCCN1CCCCC1	6	-4	-17	1	4	-2	-4	11	-35
COC(=O)c1cc(C(=O)c2cc(Br)ccc2O)coc1=N	-7	0	6	0	-5	1	2	-1	-2
COc1ccc(S(=O)(=O)NC(C)C(=O)Nc2ccccc2F)cc1 (configuration not stated)	0	-4	-1	9	1	-4	0	-2	4
O=C(O)CCCCCNC(=O)c1ccccc1Br	-2	-5	4	-9	11	1	3	-14	17
Cc1cc(OCC(=O)c2cccc(C(F)(F)F)c2)n2cnnc2n1	-10	-9	0	4	.	-2	-2	-4	3
Cc1nc2sccn2c1-c1csc(NCc2ccccc2)n1	10	-5	-10	29	-5	-1	3	5	1
COCCn1c(=O)[nH]c2cc(C(=O)NCc3ccccc3)ccc2c1=O	11	-2	0	-5	6	2	4	-8	14
Cn1c(NC(=O)c2cc(Cl)ccc2Cl)cc(=O)n(C)c1=O	1	-1	-4	1	-2	1	7	-13	0
CCOC(=O)C(C)N1C(=O)S/C(=C/c2cc(C)n(-c3ccccn3)c2C)C1=O (configuration not stated)	1	2	-41	-4	0	-22	-5	1	0
O=C1C2ON(c3ccccc3)C(c3ccncc3)C2C(=O)N1c1ccc(Br)cc1 (configuration not stated)	1	-11	5	-3	-1	-1	-3	-14	11
CCOC(=O)c1sc(=NC(=O)c2ccc(OC)c(OC)c2)n(C)c1C	1	-9	0	-3	-3	1	3	-9	0
COc1cc(-n2nnnc2SC)c(OC)cc1Cl	1	-11	-1	-5	3	-3	-1	-7	6
COc1ccc(CCNC(=O)c2cc3sc(Cl)cc3n2C)cc1OC	22	-5	-4	-18	8	-1	-5	3	-40
CCOc1ccc(-n2cnnn2)cc1S(=O)(=O)NCCc1ccc(OC)c(OC)c1	1	-1	2	-8	-7	-1	-1	-10	-25
O=C(N1CCN(c2ccccn2)CC1)C(Cl)(Cl)Cl	4	-8	5	8	6	-2	-3	-7	-3
Brc1ccc2c(c1)OCCOCCOc1cc(Br)ccc1OCCOCCOCCO2	0	-12	-5	-4	19	-7	1	-20	-16
Cn1nnnc1SCCNCc1ccccc1OCc1ccc(F)cc1	6	-3	2	-7	19	0	-4	-11	-35
CCc1cccc(CC)c1NC(=O)COC(=O)c1ccc(F)c(S(=O)(=O)N(CC)CC)c1	1	-6	1	10	5	0	-3	-10	-4
CCC(Nc1ccc(OC)cc1)C(=O)N/N=C/c1ccc([N+](=O)[O-])cc1 (configuration not stated)	6	-7	0	0	2	-4	1	-35	5
Cc1c(Cl)cccc1NC(=O)CN1CCC(C(O)(c2ccccc2)c2ccccc2)CC1	-2	-7	-1	-4	5	2	0	-1	-13
COc1cccc(N(Cc2nnc3n2CCCCC3)C(=O)Nc2ccccc2F)c1	-18	-4	-2	2	5	0	5	-5	8
CCOC(=O)C(NS(=O)(=O)c1ccccc1)(C(F)(F)F)P(=O)(OC(C)C)OC(C)C (configuration not stated)	3	1	-2	6	5	3	0	2	2
CC1CCC(NC(=O)CN2C(=O)C3CCCN3c3ncc(Cl)cc32)CC1 (configuration not stated)	0	-10	-1	-11	29*	-2	-2	-1	-18
Cc1csc(=NC(=O)c2ccccc2)n1Cc1ccco1	2	1	5	0	4	4	0	-7	-1
COc1ccc(Cc2nnc(SCC(=O)N3CCCC3)o2)cc1	12	-13	.	-1	1	.	-4	-6	1
